Compound activity from PubChem BioAssay.
Tb MetRS inh – Trypanosoma brucei MetRS inhibition. 360,000 tested, 0.4% active. purified T. brucei MetRS, ATP depletion, Kinase-Glo luminescence. inhibition, % at 11.9 µM;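 active = inhibition above a per-plate cutoff of the control wells' mean inhibition plus 3 SD, cut at about 5.5% in these data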;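 note: 0% = DMSO wells median and 100% = median of wells with control inhibitor compound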
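System: purified T. brucei MetRS enzyme / Detection: Kinase-Glo luciferase luminescence reporting remaining unconsumed ATP / Medium: HEPES buffer with MgCl2, KCl, DTT, spermine, BSA, pyrophosphatase / Replication: singlicate, one well per compound / Evaluation: percent inhibition relative to median high and low control wells / Schedule: 2 h aminoacylation at 25 °C after 15 min preincubation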
DNMT1 inh – DNMT1 (human) enzyme inhibition; P26358; DNMT1 molecular beacon, Hinp1I cleavage, fluorescence; inhibition (reported as % activation of signal), % at 10 µM; 360,000 tested, 0.83% active; in the data active = inhibition above about 50%
Target sequence (P26358 504-1616 limits assumed): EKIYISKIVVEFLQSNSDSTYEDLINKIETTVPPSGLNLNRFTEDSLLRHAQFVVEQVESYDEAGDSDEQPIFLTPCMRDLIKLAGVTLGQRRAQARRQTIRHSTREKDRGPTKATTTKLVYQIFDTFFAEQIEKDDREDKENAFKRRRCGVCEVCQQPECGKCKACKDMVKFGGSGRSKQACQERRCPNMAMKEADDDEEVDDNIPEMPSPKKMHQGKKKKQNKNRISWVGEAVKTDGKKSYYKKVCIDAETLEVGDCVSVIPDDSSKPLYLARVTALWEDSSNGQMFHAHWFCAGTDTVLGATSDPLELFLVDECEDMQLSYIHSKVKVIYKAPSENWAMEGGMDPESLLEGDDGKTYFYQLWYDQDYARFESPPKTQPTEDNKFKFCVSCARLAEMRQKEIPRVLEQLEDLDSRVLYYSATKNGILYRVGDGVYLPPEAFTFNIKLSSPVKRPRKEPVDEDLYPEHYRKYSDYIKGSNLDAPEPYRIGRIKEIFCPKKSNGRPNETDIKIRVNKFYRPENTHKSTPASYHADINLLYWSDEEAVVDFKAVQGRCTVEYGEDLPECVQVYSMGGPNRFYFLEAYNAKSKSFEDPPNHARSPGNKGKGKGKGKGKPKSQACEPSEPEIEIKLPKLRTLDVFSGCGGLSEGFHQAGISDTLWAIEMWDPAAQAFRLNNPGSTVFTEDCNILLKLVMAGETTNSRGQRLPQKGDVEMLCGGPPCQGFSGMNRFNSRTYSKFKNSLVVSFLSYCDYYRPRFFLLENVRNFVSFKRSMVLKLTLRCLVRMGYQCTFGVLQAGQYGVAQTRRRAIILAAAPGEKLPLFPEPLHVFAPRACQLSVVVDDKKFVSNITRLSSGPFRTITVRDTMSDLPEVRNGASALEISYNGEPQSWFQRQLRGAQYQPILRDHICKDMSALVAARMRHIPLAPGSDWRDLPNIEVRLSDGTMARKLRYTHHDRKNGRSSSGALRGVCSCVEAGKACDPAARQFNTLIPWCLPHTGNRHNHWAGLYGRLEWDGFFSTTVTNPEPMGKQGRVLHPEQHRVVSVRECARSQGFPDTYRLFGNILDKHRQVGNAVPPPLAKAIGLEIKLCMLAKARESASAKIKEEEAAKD
SUMO1-SIM PPI – alters human SUMO1 binding to SIM partners | 360,000 tested, 0.33% active | SUMO1 binding to a labelled peptide, TR-FRET, 1 h | inhibition, % at 20 µM | P63165; in the data active = inhibition above about 37%
Neddylation inh – cullin neddylation inhibition | TR-FRET cullin neddylation, biochemical | calls only at 25 µM | 360,000 tested, 0.58% active | AID 651699; in the data active = inhibition above about 36%
NadD inh – blocks S. aureus nicotinate mononucleotide adenylyltransferase | AID 602399 | inhibition, % at 20 µM | purified NadD enzyme, colorimetric absorbance read-out | 360,000 tested, 0.78% active; in the data active = inhibition above about 26%; note: some compounds past the cut are filed as inactive
SKN-1 block – blocks SKN-1 activity in C. elegans. C. elegans VP596 Pgst-4::GFP/RFP ratio, acrylamide-induced, 24 h. inhibition, % at 21.8 µM. 360,000 tested, 0.49% active. AID 624304;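 active = interference check ratio from 0.5 to 1.5 plus GFP to RFP signal ratio inhibition reaching or exceeding a fixed threshold, cut at about 30% in these data, passing the limit was not always enough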; note: some compounds called inactive have numbers as strong as hits
LMPTP block – LMPTP (human) inhibition; recombinant LMPTP-A, OMFP fluorogenic substrate, fluorescence intensity; inhibition, % at 20 µM; 360,000 tested, 0.22% active;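 active = compounds that cut the enzyme signal by at least half of the control window in the single-dose screen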;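 note: plate controls were DMSO wells with enzyme plus substrate for no effect and substrate without enzyme for full effect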
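Assay system: LMPTP-A, protein tyrosine phosphatase of low molecular weight / Medium: pH 6.0 Bis-Tris buffer with DTT and Triton X-100 / Schedule: 50 min enzyme reaction at room temperature, protected from light / Measured by: endpoint fluorescence intensity from OMFP dephosphorylation / Read-out basis: % inhibition relative to no-enzyme and uninhibited control wells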
Scp1 inh – Scp-1 (human) phosphatase inhibition. Q9GZU7. Recombinant Scp1, phosphopeptide, malachite green phosphate absorbance. inhibition, % at 20 µM. 340,000 tested, 0.88% active;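 active = inhibition above about 50% at 20 µM, limit read from the data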;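 note: plate controls were DMSO wells with enzyme for no effect and wells lacking enzyme for full effect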
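assay system = SCP-1 phosphatase catalytic domain, residues 76-261 | buffer or medium = 50 mM Tris acetate pH 5.5, 0.005% Tween-20, 10 mM MgCl2 | incubation = enzyme reaction 45 min at room temperature, colour 5 min, stabilisation 30 min | signal = Phosphate-binding colour reagent, absorbance read at 630 nm | measure = % inhibition at 20 µM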
NRP1-CendR mod – modulators of CendR peptide binding to human neuropilin-1 | AID 602438 | 360,000 tested, 0.85% active | FAM-RPARPAR peptide binding to NRP-1, fluorescence polarization | inhibition, % at 25 µM | O14786;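 active = inhibition or corrected inhibition above about 18%, plus a signal ratio from 0.5 to 1.5, limit read from the data, passing the limit was not always enough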; note: strong numbers were not always called active
STEP inh – inhibitors of human striatal-enriched phosphatase STEP; P54829; recombinant STEP, OMFP fluorogenic substrate, fluorescence; inhibition, % at 20 µM; 360,000 tested, 0.25% active; AID 588621;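 active = inhibition at 20 µM, scaled per plate between control wells, above about 37%, limit read from the data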;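 note: 0% = DMSO with enzyme and substrate and 100% = substrate only without enzyme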
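Assay system: isolated STEP enzyme / Timing: 20 min at room temperature, dark / Doses: 20 µM, 1% DMSO / Technique: fluorescence intensity, excitation 480 nm, emission 540 nm / Reagent: fluorogenic phosphatase substrate OMFP at 25 µM final / Measure: percent inhibition scaled to no-enzyme and uninhibited-enzyme controls, plate-pattern corrected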
Numbers without * were called inactive; i = inactive; · = not tested or not shown. An unsorted share of the library; any-hit rate near 4.6%.

Start of the data: the first 3 compounds as a preview:
Results follow in this order: Tb MetRS inh, DNMT1 inh, SUMO1-SIM PPI, Neddylation inh, NadD inh, SKN-1 block, LMPTP block, Scp1 inh, NRP1-CendR mod, STEP inh
1: COCCCN(CCCN)Cc1ccco1
→ -0.1, -3, 3, i, 0, 4, -8.3, -14, 6, -3
2: Cc1cc(C)c2sc(N(CCCN(C)C)C(=O)COc3ccc(Cl)cc3)nc2c1
→ -0.8, 2, -62, i, -2, -10, -0.9, -2, 0, 5
3: O=C(CCS(=O)(=O)c1ccccc1)Nc1ccc(S(=O)(=O)Nc2ncccn2)cc1
→ 0.2, 2, 6, i, -5, 2, -1.5, -1, 15, 1

The list itself (from the top)
Results follow in this order: Tb MetRS inh, DNMT1 inh, SUMO1-SIM PPI, Neddylation inh, NadD inh, SKN-1 block, LMPTP block, Scp1 inh, NRP1-CendR mod, STEP inh
1: COCCCN(CCCN)Cc1ccco1
→ -0.1, -3, 3, i, 0, 4, -8.3, -14, 6, -3
2: Cc1cc(C)c2sc(N(CCCN(C)C)C(=O)COc3ccc(Cl)cc3)nc2c1
→ -0.8, 2, -62, i, -2, -10, -0.9, -2, 0, 5
3: O=C(CCS(=O)(=O)c1ccccc1)Nc1ccc(S(=O)(=O)Nc2ncccn2)cc1
→ 0.2, 2, 6, i, -5, 2, -1.5, -1, 15, 1
4: Cc1ccc(C(C(=O)NCC2CCCO2)N(C(=O)c2snc(C(N)=O)c2N)c2ccccc2)o1 (stereo unspecified)
→ 0.0, 0, -9, i, -5, 0, 1.8, -2, 13, 1
5: CC(C)(C)c1cc(C2=CSC3=NCCN23)cc(C(C)(C)C)c1O
→ -0.2, -1, 2, i, 4, 26, -1.0, -2, 2, -2
6: C=CCN(CC(=O)NCc1ccc(OC)cc1)C(=O)c1csnn1
→ -0.8, -3, 0, i, -6, 11, -1.5, -11, 0, -2
7: O=S(=O)(O)c1cc(O)c2c(O)c(N=Nc3cc(Cl)ccc3O)c(S(=O)(=O)O)cc2c1
→ 18*, 85*, 84*, i, -1, 89, 102*, 83*, 48, 101*
8: Cc1ccc(NC(=O)CCc2c[nH]c3ccccc23)nc1
→ -0.5, -1, 2, i, -2, 11, 0.5, -2, 2, -2
9: O=C(Oc1ccc2ccc(=O)oc2c1)c1ccc([N+](=O)[O-])cc1
→ -0.2, 4, -24, ·, -1, 2, -0.1, 8, 1, 4
10: O=C1CCc2cc(S(=O)(=O)NCc3ccc(Cl)cc3)cc3c2N1CC3
→ -0.1, -1, 3, i, -5, -10, -0.3, -4, -7, 1
11: O=C(NC(=O)c1ccccc1)Nc1ccccc1O
→ 0.0, 1, 2, i, -6, -13, -0.2, 3, -19, 2
12: COc1ccc(CCn2c(-c3cc([N+](=O)[O-])cc([N+](=O)[O-])c3)nc3nc4ccccc4nc32)cc1OC
→ -0.7, -2, -23, i, 4, 13, -0.5, -4, -11, 3
13: CC1CC(C)(C)Nc2ccc(N=O)cc21 (stereo unspecified)
→ -0.2, -1, -21, i, -6, 4, 0.2, -5, 5, -1
14: O=C(Nn1cnc2ccccc2c1=O)c1ccccc1[N+](=O)[O-]
→ -0.2, 1, 0, i, -2, -3, -0.2, -6, 1, 0
15: CCN1CCN(C(=O)c2cc3c(=O)oc4ccc(C)cc4c3s2)CC1
→ -0.6, 0, -11, i, 0, -4, 1.4, -4, 7, 0
16: COc1ccccc1OCCSc1nc2ccc([N+](=O)[O-])cc2s1
→ -0.8, -3, -19, i, -8, -5, 0.9, -9, 8, 2
17: COc1ccc(S(=O)(=O)N(C)c2ccc(C(=O)N3CCOCC3)cc2)cc1
→ -0.1, 4, -2, i, -6, 12, -1.8, -5, 8, -10
18: O=C(CN1CCC(O)(c2ccc(F)cc2)CC1)NCc1ccc(F)cc1
→ -0.4, 11, 3, i, -4, 27, -1.1, 0, -8, 0
19: Cc1cc2c(cc1C)N(CC(=O)N1CCCC1)C(=O)CC(c1ccccc1)=N2
→ -1.3, 2, -6, i, -3, -22, 0.3, 3, 3, -1
20: Oc1ccc(Cl)cc1C1=NNC(c2cccs2)C1 (stereo unspecified)
→ -0.1, -5, -11, i, 1, 19, 2.4, -14, -61, 12
21: NC(=O)c1cc(N2C(=O)C=CC2=O)ccc1Cl
→ -0.4, -10, 1, i, -6, 6, -1.0, 3, -3, -2
22: C=CCNC(=S)NNC(=O)c1cc(-c2cccnc2)nc2ccccc12
→ -0.2, 0, -15, i, 2, -3, -0.8, -5, 11, 0
23: COc1ccc(CNC(=S)NCc2ccc(OC)cc2)cc1
→ -0.5, 2, 3, i, 5, 2, 0.0, 1, 7, -1
24: CSc1sc(-c2ccnc(SCC(=O)C(C)(C)C)n2)c2c1C(=O)CC(C)(C)C2
→ -0.6, 2, -9, i, 11, -1, -0.1, 0, -9, 0
25: CCOC(=O)C1=C(O)/C(=C\c2ccc(CNS(=O)(=O)c3ccc(Br)cc3)o2)N=C1C
→ 0.2, 41, 10, i, 20, 12, 3.5, -2, -70, 0
26: CN1CCCC(C)(C(=O)Nc2ccc3scnc3c2)C1 (stereo unspecified)
→ 0.3, 2, -5, i, 3, 16, -0.5, ·, 13, 0
27: CCOC(=O)C1=C(Cn2cnc3ccccc32)NC(=O)NC1c1ccc(Cl)cc1 (stereo unspecified)
→ -0.4, -6, 3, i, 7, -2, 2.1, -6, 6, -1
28: Cc1ccc(C(=O)O)cc1NC(=S)NC(=O)c1ccc(-c2ccc(Cl)cc2)o1
→ -0.2, 2, -11, i, 15, -15, 18, -5, -37, 7
29: CC(C)c1ccc(NC2CCCN(C(=O)CCN3CCCC3=O)C2)cc1 (stereo unspecified)
→ -0.3, 3, 0, i, -4, -2, -0.3, -5, 14, 0
30: CC1CCc2sc(C(=O)N/N=C/c3ccc([N+](=O)[O-])cc3)cc2C1 (stereo unspecified)
→ -0.4, 25, -2, i, 1, 12, 36, 72*, 1, 30
31: Cc1cccc(C2C3=C(CCCC3=O)N=C3c4ccccc4C(=O)C32)c1 (stereo unspecified)
→ 0.1, -1, -31, i, 3, 6, 2.1, -4, -10, 0
32: CC1=CN2C(=N)/C(=C/c3cn(CCCOc4ccccc4C)c4ccccc34)C(=O)N=C2S1
→ 0.7, 37, 1, i, 10, 14, 0.1, 0, -18, -2
33: O=c1[nH]cccc1-c1nc2ccccc2n1Cc1ccc(Cl)cc1
→ -0.5, 0, 3, ·, 2, -5, -1.1, -7, 1, -1
34: Cc1cc(C)n(CCc2nc3c4ccccc4n(CC#N)c(=O)n3n2)n1
→ 0.3, 0, 4, i, -4, -9, -1.2, -1, 2, 0
35: CC(C)c1cc(C(F)(F)F)n2nc(C(=O)Nc3ccc(-n4cnnn4)cc3)cc2n1
→ -1.1, 1, -7, i, 0, 0, -0.9, -7, -4, 0
36: Cc1c(NC(=O)C2CCCNC2=O)c(=O)n(-c2ccccc2)n1C (stereo unspecified)
→ -0.5, 4, 3, i, -2, -4, -0.8, -2, -8, -4
37: COc1ccc(NC(=O)c2n[nH]c(=O)c3ccccc23)cc1S(=O)(=O)N1CCCCC1
→ 0.3, -5, 13, i, 0, 5, -0.9, -5, 4, 1
38: S=C(NCc1ccccc1)N1CCn2cccc2C1c1cccnc1 (stereo unspecified)
→ -0.3, -2, 0, i, -4, 4, -1.3, -5, 4, 0
39: CC(C)C(=O)Nc1nnc(SCC(=O)Nc2ccc3c(c2)OCCO3)s1
→ -1.0, -1, -2, i, -9, -9, -0.9, -7, -2, -2
40: COC1(OC)C=CC(=O)C=C1NC(=O)c1ccccc1OC(C)=O
→ 0.5, -1, 3, i, -4, 9, -0.2, 10, 0, 0
41: N#Cc1c(-c2ccco2)cc(-c2ccccc2)[nH]c1=O
→ 0.2, 42, 18, ·, 9, -6, 8.2, 9, -82, 2
42: Cc1cc(SCc2cc(=O)[nH]c3ccccc23)nc2ccccc12
→ -1.3, 0, -7, i, -7, -14, 0.5, 9, 2, -9
43: CCOC(=O)c1ccc(NC(=O)COc2cc(=O)n(CC)c3ccccc23)cc1
→ 0.5, -2, -35, i, -1, -8, -0.9, -4, -2, -1
44: CC(C)CC(NC(=O)OC(C)(C)C)C(=O)NC(C(=O)N1CCCC1C(N)=O)C(C)C (stereo unspecified)
→ -1.9, 0, -3, i, -1, -5, -1.4, -3, -7, -4
45: Cc1ccc(S(=O)(=O)C2(C(=O)NC3CCCCC3C)CC2)cc1 (stereo unspecified)
→ 0.5, 1, 0, i, 3, -1, -1.2, -7, 0, -6
46: O=C1C2CC=C(Cl)CC2C(=O)N1CN(Cc1ccco1)CN1C(=O)C2CC=C(Cl)CC2C1=O (stereo unspecified)
→ -0.4, -2, 19, i, 12, -16, -4.1, 0, 0, -1

Single records, from the list above.
Entry for CC(C)c1ccc(NC2CCCN(C(=O)CCN3CCCC3=O)C2)cc1 (stereo unspecified) → Tb MetRS inh: -0.3; DNMT1 inh: 3; SUMO1-SIM PPI: 0; Neddylation inh: i; NadD inh: -4; SKN-1 block: -2; LMPTP block: -0.3; Scp1 inh: -5; NRP1-CendR mod: 14; STEP inh: 0
Entry for Oc1ccc(Cl)cc1C1=NNC(c2cccs2)C1 (stereo unspecified) → Tb MetRS inh: -0.1; DNMT1 inh: -5; SUMO1-SIM PPI: -11; Neddylation inh: i; NadD inh: 1; SKN-1 block: 19; LMPTP block: 2.4; Scp1 inh: -14; NRP1-CendR mod: -61; STEP inh: 12
